Rin1 Abl inh: human Rin1-Abl interaction inhibition; 360,000 compounds, 0.4% hits; TR-FRET Rin1/Abl binding, biochemical; inhibition, % at 7.35 µM; P00519+Q13671; in the data active = inhibition above about 5%, passing the limit was not always enough
Rpn11 inh: Rpn11 (human) deubiquitinase inhibition; AID 588493; human 26S proteasome, Ub4-pepOG fluorescence polarization; 20S core pre-blocked with epoxomicin; 360,000 compounds, 0.59% hits; O00487; calls only at 20 µM;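 active = inhibition at 20 µM, scaled to each plate's controls, above about 33%, limit read from the data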
DNMT1 inh: blocks human DNA methyltransferase DNMT1 | P26358 | DNMT1 molecular beacon, Hinp1I cleavage, fluorescence | inhibition (reported as % activation of signal), % at 10 µM | 360,000 compounds, 0.83% hits | AID 588458; in the data active = inhibition above about 50%
SUMO1-SIM PPI: modulators of human SUMO1-mediated protein-protein interactions | P63165 | SUMO1 binding to a labelled peptide, TR-FRET, 1 h | inhibition, % at 20 µM | 360,000 compounds, 0.33% hits | AID 602429; in the data active = inhibition above about 37%
Target sequence (P63165 whole entry, looked up): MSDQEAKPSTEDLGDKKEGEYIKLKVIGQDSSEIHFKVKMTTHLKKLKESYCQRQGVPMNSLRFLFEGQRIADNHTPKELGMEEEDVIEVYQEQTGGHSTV
Neddylation inh: cullin neddylation inhibition; calls only at 25 µM; 360,000 compounds, 0.58% hits; P61081+Q13564; TR-FRET cullin neddylation, biochemical; in the data active = inhibition above about 36%
Scp1 inh: Scp-1 (human) phosphatase inhibition. Q9GZU7. Recombinant Scp1, phosphopeptide, malachite green phosphate absorbance. inhibition, % at 20 µM. 340,000 compounds, 0.88% hits. AID 493091;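 active = inhibition above about 50% at 20 µM, limit read from the data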;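 note: plate controls were DMSO wells with enzyme for no effect and wells lacking enzyme for full effect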
Target sequence (Q9GZU7 76-261 limits assumed): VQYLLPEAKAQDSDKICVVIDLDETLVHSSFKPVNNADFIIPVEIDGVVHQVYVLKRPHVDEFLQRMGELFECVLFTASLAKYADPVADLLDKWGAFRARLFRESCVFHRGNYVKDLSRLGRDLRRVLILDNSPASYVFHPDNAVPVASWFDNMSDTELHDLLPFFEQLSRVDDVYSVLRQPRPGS
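Times: enzyme reaction 45 min at room temperature, colour 5 min, stabilisation 30 min. Material: SCP-1 catalytic fragment, aa 76-261. Medium: Acidic Tris acetate buffer with magnesium and detergent. Signal: colorimetric free-phosphate detection, absorbance 630 nm. Read-out basis: % inhibition of SCP-1 phosphate liberation. Reagent: Phosphorylated 17-residue peptide substrate.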
STEP block: STEP (human) phosphatase inhibition. inhibition, % at 20 µM. P54829. 360,000 compounds, 0.25% hits. recombinant STEP, OMFP fluorogenic substrate, fluorescence;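 active = inhibition at 20 µM, scaled per plate between control wells, above about 37%, limit read from the data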;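 note: 0% = DMSO with enzyme and substrate and 100% = substrate only without enzyme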
Target sequence (P54829 whole entry, looked up): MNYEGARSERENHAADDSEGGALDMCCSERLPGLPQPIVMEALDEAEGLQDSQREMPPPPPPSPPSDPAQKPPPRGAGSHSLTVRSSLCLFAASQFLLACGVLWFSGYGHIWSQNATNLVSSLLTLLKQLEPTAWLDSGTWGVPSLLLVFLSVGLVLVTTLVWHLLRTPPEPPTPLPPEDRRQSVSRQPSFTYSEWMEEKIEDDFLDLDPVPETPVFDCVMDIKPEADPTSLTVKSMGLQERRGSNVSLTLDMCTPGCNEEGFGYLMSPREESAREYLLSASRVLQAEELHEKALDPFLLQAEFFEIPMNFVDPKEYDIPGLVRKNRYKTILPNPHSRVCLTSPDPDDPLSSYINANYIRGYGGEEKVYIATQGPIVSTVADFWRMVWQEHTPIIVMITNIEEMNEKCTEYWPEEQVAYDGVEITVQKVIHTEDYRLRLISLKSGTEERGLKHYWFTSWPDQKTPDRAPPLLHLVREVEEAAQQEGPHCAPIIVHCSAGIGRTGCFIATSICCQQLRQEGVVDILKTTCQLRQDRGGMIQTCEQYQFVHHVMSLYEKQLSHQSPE
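Assay system: isolated STEP enzyme / Timing: 20 min at room temperature, dark / Doses: 20 µM, 1% DMSO / Technique: fluorescence intensity, excitation 480 nm, emission 540 nm / Reagent: fluorogenic phosphatase substrate OMFP at 25 µM final / Measure: percent inhibition scaled to no-enzyme and uninhibited-enzyme controls, plate-pattern corrected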
NadD block: NadD (S. aureus) enzyme inhibition; purified NadD enzyme, colorimetric absorbance read-out; inhibition, % at 20 µM; 360,000 compounds, 0.78% hits; in the data active = inhibition above about 26%; note: some compounds past the cut are filed as inactive
LMPTP inh: LMPTP (human) inhibition; recombinant LMPTP-A, OMFP fluorogenic substrate, fluorescence intensity; inhibition, % at 20 µM; 360,000 compounds, 0.22% hits; AID 651560;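 active = compounds that cut the enzyme signal by at least half of the control window in the single-dose screen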;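 note: plate controls were DMSO wells with enzyme plus substrate for no effect and substrate without enzyme for full effect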
Target sequence (P24666 whole entry, looked up): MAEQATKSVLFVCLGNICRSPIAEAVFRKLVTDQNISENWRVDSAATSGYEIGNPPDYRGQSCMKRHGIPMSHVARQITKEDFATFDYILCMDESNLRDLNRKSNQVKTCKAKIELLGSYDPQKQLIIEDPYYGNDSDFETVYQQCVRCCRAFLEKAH
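Assay system: LMPTP-A, protein tyrosine phosphatase of low molecular weight / Medium: pH 6.0 Bis-Tris buffer with DTT and Triton X-100 / Schedule: 50 min enzyme reaction at room temperature, protected from light / Measured by: endpoint fluorescence intensity from OMFP dephosphorylation / Read-out basis: % inhibition relative to no-enzyme and uninhibited control wells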
CSN inh: CSN deneddylation inhibition; inhibition, % at 12.5 µM; 360,000 compounds, 0.38% hits; Purified CSN, SCF-Nedd8-OG deneddylation, fluorescence polarization;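 active = pattern-corrected inhibition above about 35%, with an unprinted fluorescence ratio check between 0.5 and 1.5, limit read from the data, passing the limit was not always enough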;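 note: 0% = enzyme with substrate and 100% = substrate without enzyme; some results filed as inactive read as strong as hits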
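Assay system: Purified human Csn5 enzyme expressed in HEK293T cells | Amount: Enzyme 0.24 nM | Measured by: Fluorescence polarization readout | Medium: Tris/NaCl/DTT buffer, pH 7.5 | Compound dosing: One concentration, 12.5 µM, 0.25% DMSO | Times: 90 min incubation of compound, enzyme and substrate at room temperature | Control set: no-enzyme wells high, enzyme-with-substrate wells low | Read-out: % inhibition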
An asterisk follows results filed as active; i = inactive; x = not tested or not shown; + = active, no number.

Rin1 Abl inh	Rpn11 inh	DNMT1 inh	SUMO1-SIM PPI	Neddylation inh	Scp1 inh	STEP block	NadD block	LMPTP inh	CSN inh	molecule
-2	i	1	4	i	-6	-1	-4	1.7	3	COc1ccc(Cl)cc1NC(=O)CN1CCc2ccccc2C1
1	i	-10	-2	i	-5	1	12	41	-3	COc1cccc(Cl)c1NC(=O)N1CCN(c2cc(C)nc3ccccc23)CC1
-2	i	3	-5	i	-2	0	-7	-0.9	-5	N#Cc1ccccc1OCC(=O)OCC(=O)NC1CCCCC1
-2	i	5	5	i	14	-1	-9	2.4	0	CCOC(=O)C[C@H]1c2ccc(C(F)(F)F)cc2S(=O)(=O)N1c1ccccc1
1	i	1	1	i	-5	-1	3	-1.0	5	Cc1ccc(C)c(C(=O)CC2(O)C(=O)N(C)c3ccccc32)c1 (stereo not drawn)
0	i	-19	-7	i	-4	-3	4	1.3	-2	COc1cccc(N(C(=O)c2snc(C(N)=O)c2N)C(C(=O)NCC2CCCO2)c2cccs2)c1 (stereo not drawn)
6	i	-1	3	i	x	-2	1	0.6	0	COc1ccc(C(=O)N2CCC2(C)C(=O)NC(C)C)cc1OC (stereo not drawn)
2	i	7	5	i	-12	1	-4	0.5	4	CC(C)c1cc2cc3ccc(=O)oc3cc2o1
2	i	3	1	i	-1	-2	-2	0.1	4	O=C(CCc1nnc(C2(c3ccc(Cl)cc3)CCC2)o1)N1CCCC1
-1	i	-5	12	i	-10	-3	-2	0.3	1	COc1ccc(CC(=O)Nc2cccc(C(=O)Nc3ccccc3C(=O)O)c2)cc1OC
2	i	13	-2	i	-3	-1	-2	-2.6	2	CCOc1nc(N(C)C)nc(-n2nnc(C(C)=O)c2C)n1
1	i	-1	-4	i	-2	-3	0	0.5	2	Cc1ccc(C(=O)COC(=O)CCC(=O)NC2CCCCC2)cc1C
-3	i	7	11	+	-1	0	-2	-1.1	0	COc1ccc(C2NC(=O)c3ccccc3O2)c(OC)c1OC (stereo not drawn)
-4	i	0	-11	i	-13	0	5	1.7	2	CCOc1cc(C2c3c(oc4ccccc4c3=O)C(=O)N2c2nccs2)ccc1O (stereo not drawn)
0	i	-2	-3	i	-2	1	-1	-1.7	0	COc1ccc(CNC(=O)C/C(C)=N/NC(=O)COc2ccc(Br)cc2)cc1

Compound profiles, from the list above.
CCOC(=O)C[C@H]1c2ccc(C(F)(F)F)cc2S(=O)(=O)N1c1ccccc1 reads Rin1 Abl inh = -2; Rpn11 inh = i; DNMT1 inh = 5; SUMO1-SIM PPI = 5; Neddylation inh = i; Scp1 inh = 14; STEP block = -1; NadD block = -9; LMPTP inh = 2.4; CSN inh = 0
COc1cccc(Cl)c1NC(=O)N1CCN(c2cc(C)nc3ccccc23)CC1 reads Rin1 Abl inh = 1; Rpn11 inh = i; DNMT1 inh = -10; SUMO1-SIM PPI = -2; Neddylation inh = i; Scp1 inh = -5; STEP block = 1; NadD block = 12; LMPTP inh = 41; CSN inh = -3
CCOc1nc(N(C)C)nc(-n2nnc(C(C)=O)c2C)n1 reads Rin1 Abl inh = 2; Rpn11 inh = i; DNMT1 inh = 13; SUMO1-SIM PPI = -2; Neddylation inh = i; Scp1 inh = -3; STEP block = -1; NadD block = -2; LMPTP inh = -2.6; CSN inh = 2

New compounds follow
Rin1 Abl inh	Rpn11 inh	DNMT1 inh	SUMO1-SIM PPI	Neddylation inh	Scp1 inh	STEP block	NadD block	LMPTP inh	CSN inh	molecule
4	i	-5	3	i	0	1	1	-0.1	-4	COc1cc2c(cc1OC)C1CCN3C(=O)CCC3N1CC2 (stereo not drawn)
2	i	0	4	i	-14	1	4	-1.1	-6	CSc1ccccc1NC(=O)CN(C)CC(=O)NCc1ccccc1
-3	i	-6	6	i	2	-1	15	1.8	0	Cc1ccccc1NC(=O)Cc1nc(COC(=O)c2ccc(NC(N)=O)cc2)cs1
-2	i	-1	0	i	-3	2	7	-2.5	-3	O=C(CC1C(=O)NCCN1Cc1ccc(F)cc1)NCCOc1cccnc1 (stereo not drawn)
0	i	0	7	i	-1	0	2	-0.5	-1	COCCn1c(SCC(=O)NC2CC2)nnc1-c1ccco1
1	i	-5	-3	i	7	-4	-5	-2.0	0	Cc1nn(C)c(C)c1S(=O)(=O)N1CCc2ccccc21
x	x	x	7	i	x	x	-9	2.6	0	CCOC(=O)[C@]12CCC=C1N(Cc1ccc(Cl)cc1Cl)C(=O)[C@H](CC(=O)NCc1ccc(OC)c(OC)c1)C2
-1	i	1	-1	i	-4	-1	3	-2.9	1	CC1CCC(NC(=O)C2CCN(c3cnccn3)CC2)CC1 (stereo not drawn)
-2	i	19	8	i	-10	2	12	-0.9	-3	O=C(COC(=O)/C=C/c1cccc(Cl)c1Cl)Nc1ccc2[nH]c(=O)[nH]c2c1
2	i	-3	1	i	-6	2	-1	5.1	3	Cc1cc(-c2ccccc2)nc(Oc2cccc(C(F)(F)F)c2)c1S(C)(=O)=O
-3	i	-6	0	i	-7	4	4	4.0	-3	COc1ccc(C)cc1NC(=O)CSc1nc2ccccc2nc1N1CC(C)OC(C)C1 (stereo not drawn)
0	i	2	-2	i	76*	4	-2	-1.9	-1	Cn1nc(CC(=O)NC2CCCCCC2)c2ccccc2c1=O
-1	i	2	-2	i	0	-9	5	1.1	4	CC(=O)CS(=O)(=O)c1ccc(Oc2ccc(S(=O)(=O)CC(C)=O)cc2)cc1
-2	i	-5	-1	i	-5	0	3	0.1	0	Cc1c(N=C2SC(CC(=O)Nc3ccccc3)C(=O)N2CCN2CCOCC2)c(=O)n(-c2ccccc2)n1C (stereo not drawn)
-5	i	5	4	i	x	-1	-6	35	-1	COCCNc1nc(Nc2ccc(C#N)cc2)c2sccc2n1
1	i	2	2	i	-8	-1	-5	-1.0	0	CO/N=C/NC(=O)c1c(OC)ccnc1Oc1ccc(Cl)cc1
-2	i	5	5	i	1	1	4	-1.6	-2	CCN(CC(=O)N1CCOCC1)S(=O)(=O)c1ccc2ccccc2c1
-2	i	1	-3	i	-20	-2	-9	-3.4	0	CC(C)N1CCN(Cc2cn[nH]c2C2CCCCC2)CC1CCO (stereo not drawn)
0	i	-3	-1	i	-12	1	-6	1.4	0	CCOC(=O)C1(S(=O)(=O)c2ccccc2)CCN(Cc2ccc(Cl)cc2)CC1
-1	i	2	15	i	16	2	32*	2.1	3	Cn1c(=O)c2c([nH]c(=S)n2Cc2ccc(Cl)cc2)n(C)c1=O
-2	i	2	-17	i	2	-1	-6	1.0	0	COc1ccc(NC(=O)c2cc(C)cc(C)c2)cc1[N+](=O)[O-]
-3	i	-13	-15	i	5	2	2	4.1	2	COc1ccc(Cl)cc1/C=C/c1ccc2cccc(O)c2n1
-3	i	-4	-9	i	-7	2	3	-0.7	-3	Cc1cc(C)n(-c2nc3ccccc3[nH]c2=O)n1
1	i	-1	-32	i	-10	0	-6	2.5	4	O=[N+]([O-])c1cnccc1NC1CCCCC1
3	i	2	-3	i	-6	0	-2	-0.6	3	COc1ccc(NC(=O)C2CCN(S(=O)(=O)c3c(C)noc3C)CC2)cc1OC
-2	i	13	7	i	-42	-2	-3	-0.1	0	CCOC(=O)C1CCCCN1Cc1cccc(Oc2ccccc2)c1 (stereo not drawn)
0	i	1	0	i	-8	2	-1	-1.5	-2	Cn1c(COc2ccccc2)nnc1SCC(=O)NCc1ccccc1
3	i	-6	1	i	-5	5	10	2.1	-18	Cc1nc2ccccc2c(=O)n1/N=C/c1c(O)ccc2ccccc12
-2	i	4	3	i	-4	3	8	-0.3	0	Cc1ccccc1CN(c1ccc(C(=O)N2CCN(C)CC2)cc1)S(C)(=O)=O
6	i	3	-5	i	0	-3	-2	-0.9	0	Cc1ccc(C(=O)NNC(=O)C2CCN(c3nc(C)cc(C)n3)CC2)cc1

Part of the list above, comma-delimited:
canonical_smiles,Rin1 Abl inh,Rpn11 inh,DNMT1 inh,SUMO1-SIM PPI,Neddylation inh,Scp1 inh,STEP block,NadD block,LMPTP inh,CSN inh
COc1cc2c(cc1OC)C1CCN3C(=O)CCC3N1CC2 (stereo not drawn),4,i,-5,3,i,0,1,1,-0.1,-4
CSc1ccccc1NC(=O)CN(C)CC(=O)NCc1ccccc1,2,i,0,4,i,-14,1,4,-1.1,-6
Cc1ccccc1NC(=O)Cc1nc(COC(=O)c2ccc(NC(N)=O)cc2)cs1,-3,i,-6,6,i,2,-1,15,1.8,0

Other entries follow:
Rin1 Abl inh	Rpn11 inh	DNMT1 inh	SUMO1-SIM PPI	Neddylation inh	Scp1 inh	STEP block	NadD block	LMPTP inh	CSN inh	molecule
1	i	5	-1	i	-9	1	10	-0.1	4	N#C/C(C(=O)c1ccccc1)=C1/CCCN1
-3	i	13	9	i	18	4	5	-0.1	6	O=C(COc1ccccc1/C=C\c1nc(O)c([N+](=O)[O-])c(=O)[nH]1)Nc1ccccc1
5	i	-3	2	i	-3	4	-3	1.7	-2	COc1ccc(N2CCN(C(=O)C(Cc3ccccc3)NC(=O)c3ccccc3)CC2)cc1 (stereo not drawn)
-4	i	-8	-5	i	x	6	-2	4.3	4	COc1ccc(C(NC(=O)C2CCN(CCOc3ccc(Cl)cc3Cl)CC2)c2ccccc2C)cn1 (stereo not drawn)
0	i	5	5	x	3	2	-8	-0.8	1	CCCc1nc2oc3c(NCCN(C)C)ncnc3c2c2c1CCCC2
2	i	9	-1	i	20	-2	4	1.9	1	CC(=O)c1c(C)[nH]c(C(=O)COC(=O)c2cc(C)oc2C)c1C
4	+	-1	6	i	-3	1	-7	-1.0	-6	O=C(NC1CCCC1)C(c1ccccn1)N(Cc1ccccc1F)C(=O)c1csnn1 (stereo not drawn)
0	i	-9	6	i	-37	-3	-3	-1.4	3	COc1ccc(NS(=O)(=O)c2ccc(NC(=O)c3ccc(N(C)S(C)(=O)=O)cc3)cc2)cc1

Printed as active in Neddylation inh, of those listed so far:
Rin1 Abl inh	Rpn11 inh	DNMT1 inh	SUMO1-SIM PPI	Neddylation inh	Scp1 inh	STEP block	NadD block	LMPTP inh	CSN inh	molecule
-3	i	7	11	+	-1	0	-2	-1.1	0	COc1ccc(C2NC(=O)c3ccccc3O2)c(OC)c1OC (stereo not drawn)

Compound activity from PubChem.
